Compound activity from PubChem BioAssay.
TRHR agonist = activates the human TRH receptor | TRHR cells, calcium flux fluo-8, FDSS agonist mode | hit rate 0.18% among 360,000 | activation, % at 2 µM | P34981; in the data active means activation above about 30%; further: 0% is about no effect
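TRHR-expressing cells, plated overnight in medium with 10% serum, were loaded with fluo-8 calcium dye at room temperature. After a 10 s baseline, library compound was pin-added and calcium release was recorded kinetically (ex 480/em 530) as agonist response.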
TRHR enhancer = TRH receptor (human) allosteric enhancement. P34981. TRHR cells, fluo-8 calcium fluorescence, EC20 TRH enhancement. enhancement, % at 2 µM. hit rate 0.66% among 360,000; in the data active means enhancement above about 30%; further: 0% is about no effect
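Enhancer read-out: after compound pinning and an initial kinetic agonist-mode read, an EC20 of TRH (10 nM final) was injected and fluo-8 calcium signal (Ex 480/Em 530) followed at 1 s/cycle for 100 cycles in TRHR-expressing cells.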
TrxR1 substrate = rat thioredoxin reductase 1 substrate activity | purified TrxR1 substrate turnover, NADPH consumption readout | AID 588456 | hit rate 0.01% among 390,000 | Potency, µM (titrated, usually from 114 µM), without a hit: top-dose activity change, negative = substrate turnover; further: potency means the concentration at half of the fitted maximal effect; on the % scale 0 is the no-effect control and ±100 the full control effect; nearly all actives have a fitted effect of over 50% in size
Target sequence (O89049 whole entry, looked up): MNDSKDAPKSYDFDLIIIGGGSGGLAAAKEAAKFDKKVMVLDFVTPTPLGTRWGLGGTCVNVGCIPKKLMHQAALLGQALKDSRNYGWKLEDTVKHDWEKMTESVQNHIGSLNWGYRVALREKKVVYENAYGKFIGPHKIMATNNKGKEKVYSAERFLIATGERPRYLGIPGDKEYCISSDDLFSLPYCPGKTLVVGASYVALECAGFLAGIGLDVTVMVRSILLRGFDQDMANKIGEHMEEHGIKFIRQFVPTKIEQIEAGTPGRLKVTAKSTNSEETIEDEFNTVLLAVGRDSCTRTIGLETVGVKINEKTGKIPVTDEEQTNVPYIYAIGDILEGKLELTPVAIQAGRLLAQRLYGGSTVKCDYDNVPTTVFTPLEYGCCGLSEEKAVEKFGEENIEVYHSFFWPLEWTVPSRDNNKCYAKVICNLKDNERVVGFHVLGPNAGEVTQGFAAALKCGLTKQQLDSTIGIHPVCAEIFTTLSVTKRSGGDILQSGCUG
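Rat TrxR1, dispensed at 90 nM, was prereduced with 400 uM NADPH (final) for 5 min at ~22 deg C, then incubated with compound 15 min before 400 uM selenite. A first-read NADPH fluorescence drop versus no-compound background flagged substrates.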
USP1 inh = blocks the human USP1/UAF1 deubiquitinase complex | O94782 | Potency, µM (doses to about 57.1 µM), without a hit: at the top dose activity change, negative = inhibition, actives largely listed as inhibitors | hit rate 0.23% among 390,000 | AID 743255 | recombinant USP1/UAF1, Ub-Rhodamine cleavage fluorescence; further: potency means the concentration at half of the fitted maximal effect; on the % scale 0 is the no-effect control and ±100 the full control effect; nearly all actives have a fitted effect of over 60% in size; inactives centre near -12
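In this screen, compounds sit with the deubiquitinase complex (1nM) for 15 min at room temperature before Ub-Rho is added at 150nM final. Fluorescence rise is then followed for 6 reads every 60 seconds.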
D2 agonist = agonists of human D2 dopamine receptor. HEK293 T-REx D2 cells, calcium flux agonist mode. activation, % at 2 µM. hit rate 0.53% among 340,000. AID 485358;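 active means activation over 3 SD above normal in the single-dose calcium agonist read, cut at about 30% in these data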; further: 0% is about no effect
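Tetracycline-induced HEK293 Trex cells with D2 receptor force-coupled to calcium signaling, plated overnight at 30 C and loaded with no-wash calcium dye. Calcium flux read kinetically for 180 s after compound addition; responses flag agonists.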
rTrxR1 inhibitor = rat TrxR1 inhibition; hit rate 1% among 390,000; recombinant rTrxR1, NADPH fluorescence consumption, selenite substrate; O89049; Potency, µM (doses to about 114 µM), for inactives: at the highest dose activity change, negative = inhibition, usual class: inhibitors; further: potency means the concentration at half of the fitted maximal effect; on the % scale 0 is the no-effect control and ±100 the full control effect; nearly all actives have a fitted effect of over 65% in size
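Rat TrxR1 (90 nM in the dispensed reagent) was pre-reduced with 400 uM NADPH for 5 min at room temperature, then incubated with compound for 15 min. After 400 uM selenite was added, NADPH fluorescence (Ex 340/Em 450 nm) was followed for 8 min.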
PI4K2A block = blocks human PI4K2A kinase activity; activity change, negative = inhibition, % at 76.9 µM; purified PI4K2A, ADP-Glo luminescence, 1 h; stronger effect = lower value; hit rate 0.13% among 420,000; in the data active means activity change below about -50%; inconclusive means mostly about -30% to -49%;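 further: -100% = wells without enzyme as full effect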
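Compounds are screened against recombinant PI4K2A using PI as substrate and ATP, the latter dispensed at 300 microM. Reactions run one hour at ambient temperature before ADP-Glo detection; full inhibition defined by wells lacking enzyme.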
D2 antagonist = antagonists of human D2 dopamine receptor. inhibition, % at 10 µM. AID 485344. hit rate 2% among 340,000. HEK293 TREx D2 cells, calcium flux, dopamine EC80; in the data active means inhibition above about 30%; further: 0% is about no effect
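Tetracycline-induced HEK293 T-REx cells expressing D2 force-coupled to calcium signalling were dye-loaded, exposed to compound for 180 s, then challenged with an EC80 of dopamine; calcium flux was followed kinetically for a further 180 s.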
IDH1 R132H inh = human IDH1 R132H inhibition; O75874; IDH1-R132H enzyme, NADPH consumption, diaphorase/resazurin fluorescence; Potency, µM (doses to about 76.6 µM), inactives show at the highest dose activity change, negative = inhibition, hits mostly inhibitors; hit rate 0.093% among 390,000; AID 602179; further: potency means the concentration at half of the fitted maximal effect; on the % scale 0 is the no-effect control and ±100 the full control effect; nearly all actives have a fitted effect of over 65% in size
Target sequence (O75874 whole entry R132H, stated change not applied): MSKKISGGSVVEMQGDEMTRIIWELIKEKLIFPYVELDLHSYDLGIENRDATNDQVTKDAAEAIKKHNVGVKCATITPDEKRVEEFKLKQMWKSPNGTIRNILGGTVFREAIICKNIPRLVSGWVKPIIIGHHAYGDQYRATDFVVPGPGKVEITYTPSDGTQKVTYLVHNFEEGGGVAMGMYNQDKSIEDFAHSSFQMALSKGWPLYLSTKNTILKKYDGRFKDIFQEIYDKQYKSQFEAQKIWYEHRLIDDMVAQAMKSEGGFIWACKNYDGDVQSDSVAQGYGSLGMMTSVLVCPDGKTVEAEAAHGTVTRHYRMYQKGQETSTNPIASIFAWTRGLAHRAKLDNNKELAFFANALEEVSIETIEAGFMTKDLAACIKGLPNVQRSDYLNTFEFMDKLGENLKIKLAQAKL
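IDH1-R132H (0.5 ug/mL dispensed) in pH 7.5 Tris buffer was preincubated 30 min with compound, then given a substrate mix of 0.016 mM NADPH and 2 mM alpha-KG for 80 min at room temperature; remaining NADPH was read by diaphorase/resazurin fluorescence.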
* marks the source's active call; other numbers are inactive results; ? = inconclusive; / = not tested or not shown; & = joins results of further samples; [ ] = another dose, or the depositor's remark. Unless noted, the call rests on the fitted dose curve; in most records, active means well fitted inhibition curve with a large enough effect; inconclusive means small, poorly fitted or top-dose-only effect; inactive means no such curve, though single readings can be large or run the other way. Compounds as they come (roughly 3.9% active in at least one column).

SMILES	TRHR agonist	TRHR enhancer	TrxR1 substrate	USP1 inh	D2 agonist	rTrxR1 inhibitor	PI4K2A block	D2 antagonist	IDH1 R132H inh
COc1cc(C(=O)NCc2ccc(OCCN(C)C)cc2)cc(OC)c1OC	0.8	-1	5%	-21%	-0.2	9%	2&2	72*	9%
Cc1ccc(N2CC(C(=O)Nc3nnc(SCCN4CCOCC4)s3)CC2=O)cc1C (configuration not stated)	0.1	-3	-3%	-2%	0.5	-18%	5	-10	1%
C/C(=N\NC(=O)c1c[nH]c2ccccc12)c1ccco1	-0.2	2	-7%	-4%	1.2	-9%	-4	-21	-2%
Cc1ccc(C(NC(=O)N2CCOCC2)C(Cl)Cl)cc1F (configuration not stated)	-0.6	1	7%	-10%	-1.6	14%	-2	-1	-8%
c1ccc(CNCc2ccc3c(c2)OCO3)nc1	0.1	-1	-5%	-5%	0.8	17%[57.1 µM]	4	3	1%
Cc1nc2ccc(S(=O)(=O)NCC(=O)N3CCC(N4CCCCC4)CC3)cc2s1	-0.1	2	1%	-11%	0.7	8%	4	-10	-1%
CCOC(=O)C[C@H]1c2cc(F)ccc2S(=O)(=O)N1Cc1ccc(OC)cc1	/	/	-6%&6%	?	/	8%&27%	-1	/	-10%[38.3 µM]
CCCN1Cc2cccc(C(=O)N3CCN(c4cc(Cl)ccc4C)CC3)c2C1=O	-1.2	4	-4%[57.1 µM]	5%	-0.8	-23%[57.1 µM]	0	9	-4%
CCN(CC)C(=O)c1nc[nH]c1C(=O)N(CC)CC	-0.1	-2	9%	?	-0.1	16%	-2	9	-1%
Fc1ccc(Cn2c(SCc3ccc(F)c(F)c3)nnc2C(F)(F)F)cc1	/	/	2%	-3%	/	6%	0	/	7%
Cc1ccccc1NC(=O)Nc1ccccc1C(N)=O	-0.4	0	-4%	-8%	0.4	10%	5	4	-4%
CCc1ccc(NC(=O)Cn2c(-c3cncs3)nc3ccccc32)cc1	-1.4	-2	15%	-24%	-0.6	22%	-6	/	-15%
NC(=O)c1cc(N=Nc2c(N)[nH]n(-c3c(Cl)cc(Cl)cc3Cl)c2=O)ccc1Cl	0.0	8	-2%[57.1 µM]	1%	-0.3	0%[57.1 µM]	3	-2	-3%
N#Cc1ccccc1OCC(=O)N1CCN(c2ccccc2)CC1	-0.2	4	1%	?	-0.3	5%	0	/	-6%
COc1ccc(CN(C)C(=O)c2ccc(NS(=O)(=O)c3ccc(F)cc3)cc2)c(OC)c1	-1.8	-3	-2%	-13%	0.2	19%	8	-11	2%
Cn1c(=O)n(C)c2cc(/C=C(/C#N)C(=O)NCc3ccco3)ccc21	0.3	10	-7%[57.1 µM]	-19%	1.1	-6%[57.1 µM]	-6	-9	5%
CCn1c(CC(=O)Nc2ccc(Cl)c(Cl)c2)nnc1SCc1ccc(C)cc1	-1.4	4	-2%	-23%	-1.8	15%	-5	-10	-3%
O=C(NCCC1CCCCN1S(=O)(=O)c1ccc(F)cc1)C(=O)NCc1ccccn1 (configuration not stated)	-0.3	1	-6%	-15%	0.0	-3%	1	-13	3%
CCCCCN(C(=O)CSc1n[nH]c(-c2ccc(C)cc2)n1)c1c(N)n(CCCC)c(=O)[nH]c1=O	0.1	-13	6%[57.1 µM]	-12%	-0.8	15%[57.1 µM]	2	3	-8%
COc1ccc(CSc2n[nH]c(C)n2)cc1Br	7.0	25	7%	-8%	3.3	13%	-3	-21	1%
Cc1ccc(C(=O)N2CCN(c3ccc(NC(=O)Cc4ccccc4)cc3)CC2)cc1	-1.1	2	-9%	-18%	-0.6	-6%	-4	2	6%
CCN(C(=O)COC(=O)Cn1c(=O)oc2ccccc21)c1c(N)n(Cc2ccccc2)c(=O)[nH]c1=O	/	/	0%	-7%	/	12%	-3	/	-1%
CCC(C)NC(=O)CCCN1C(=O)CCn2nc(-c3cccn3C)cc21 (configuration not stated)	0.6	8	-6%[57.1 µM]	?	-0.2	-10%[57.1 µM]	-7	/	10%
O=C(Nc1ccc(CN2CCOCC2)cc1)c1cccs1	0.1	-3	0%	-10%	0.2	12%	0	24	-3%
CC(=O)N1CCOc2cc(S(=O)(=O)NCc3ccccc3Cl)c(Cl)cc21	1.0	10	-4%	0%	-0.6	-1%	3	/	0%
CCCC(=O)N(CCN1CCOCC1)c1nc2c(F)cc(F)cc2s1	1.0	5	-5%	-14%	0.5	9%	-5	17	12%
N#Cc1ccccc1NC(=O)CN(Cc1ccccc1)Cc1ccccc1	0.6	1	-7%	-5%	-0.2	-6%	15	17	0%
O=C(NCCc1ccccc1)C1CCCN1C(=O)Nc1ccc(F)cc1 (configuration not stated)	-0.7	7	7%[57.1 µM]	-5%	-0.8	-9%	4	-10	3%
COc1ccc(OC)c(/C=N/NC(=O)c2cc[n+](CC(=O)c3ccccc3)cc2)c1	0.4	-4	2%[2.29 µM]	-17%	0.6	5%[2.29 µM]	-5	0	2%
O=C(O)CCCSc1nccn1-c1ccccc1	1.4	-4	-21%[57.1 µM]	-10%	0.2	14%[57.1 µM]	-19	-4	4%
Cc1nn(CC(=O)NCc2ccc(N(C)C)cc2)c(=O)c2c(C)n(-c3ccc(Cl)cc3)nc12	-0.8	-27	2%[57.1 µM]	-27%	-0.2	28%[57.1 µM]	1	/	-18%
CC(C)CCn1c(O)c(N=NC(=O)Cn2ccc(C(F)(F)F)n2)c2ccccc21	-0.2	-1	0%[57.1 µM]	-16%	-0.2	0%[57.1 µM]	0	8	2%
CCN(CC(=O)Nc1ccc(NC(C)=O)cc1)C(=O)c1cn(-c2ccccc2)nc1-c1cccs1	-0.1	1	2%	-9%	-0.5	0%	2	13	0%
COc1cccc(Nc2nc(-c3sc(NC(=O)CC(C)C)nc3C)cs2)c1	0.1	-2	2%	-28%	0.4	-2%	-2	11	14%
COc1cc(Cl)c(C)cc1NC(=O)CSc1nnc(-c2ccccn2)n1Cc1ccco1	-0.4	-3	-9%	-13%	1.4	-13%	-7	20	5%
O=C(O)CC(NC(=O)/C(=C/c1ccccc1)NC(=O)c1ccccc1)c1ccccc1 (configuration not stated)	0.1	-4	2%	0%	-0.2	8%	-5	-18	-1%
COc1ccc(CNc2nc3ccccc3n2C(C)C)c(O)c1	-0.4	-2	7%[57.1 µM]	-16%	1.4	21%[57.1 µM]	-1	13	5%
O=C(CSc1nnc(-c2ccncc2)n1-c1ccccc1Cl)Nc1ccc(C(=O)O)cc1	-0.2	21	-10%	-2%	0.2	-18%	1	-10	-6%
Cc1c(NC(=O)CCC2CCCCC2)c(=O)n(-c2ccccc2)n1C	-0.2	5	8%	6%	0.6	18%	-4	-5	-2%
Cc1cn(C2OC(COC(=O)c3ccccc3)C(O)C2Cl)c(=O)[nH]c1=O (configuration not stated)	0.3	-5	-1%	-23%	0.7	17%	-2	-10	8%
CCN(C[C@H]1N[C@@](Cc2ccccc2)(C(=O)OC)[C@H]2C(=O)N(C)C(=O)[C@@H]12)S(=O)(=O)c1ccc(C(F)(F)F)cc1	/	/	-6%	-2%	/	-13%	-3	/	-2%
O=C(CNC(=O)c1ccc(Br)o1)Nc1cccc(S(=O)(=O)N2CCCC2)c1	-0.3	3	-12%[57.1 µM]	-1%	0.1	12%	1	-17	2%
COc1ccc(Cl)cc1NC(=O)CCCn1c(C)c2cnn(-c3ccccc3)c(=O)c2c1C	0.4	2	-5%	-10%	-0.6	-14%	-1	/	11%
CC1Cc2ccccc2N1C(=O)COC(=O)/C=C/c1ccc(F)cc1 (configuration not stated)	-0.4	-27	4%	-12%	-0.2	31%	3	1	-9%
Cc1ccc(-n2nnnc2-c2cnn(-c3cccc(F)c3)c2C(F)(F)F)cc1	0.1	0	-7%	-11%	-0.5	14%	5	-7	0%

Of the compounds above, these contain an aryl thioether with sulfur outside any ring:
SMILES	TRHR agonist	TRHR enhancer	TrxR1 substrate	USP1 inh	D2 agonist	rTrxR1 inhibitor	PI4K2A block	D2 antagonist	IDH1 R132H inh
Cc1ccc(N2CC(C(=O)Nc3nnc(SCCN4CCOCC4)s3)CC2=O)cc1C (configuration not stated)	0.1	-3	-3%	-2%	0.5	-18%	5	-10	1%
Fc1ccc(Cn2c(SCc3ccc(F)c(F)c3)nnc2C(F)(F)F)cc1	/	/	2%	-3%	/	6%	0	/	7%
CCn1c(CC(=O)Nc2ccc(Cl)c(Cl)c2)nnc1SCc1ccc(C)cc1	-1.4	4	-2%	-23%	-1.8	15%	-5	-10	-3%
CCCCCN(C(=O)CSc1n[nH]c(-c2ccc(C)cc2)n1)c1c(N)n(CCCC)c(=O)[nH]c1=O	0.1	-13	6%[57.1 µM]	-12%	-0.8	15%[57.1 µM]	2	3	-8%
COc1ccc(CSc2n[nH]c(C)n2)cc1Br	7.0	25	7%	-8%	3.3	13%	-3	-21	1%
O=C(O)CCCSc1nccn1-c1ccccc1	1.4	-4	-21%[57.1 µM]	-10%	0.2	14%[57.1 µM]	-19	-4	4%
COc1cc(Cl)c(C)cc1NC(=O)CSc1nnc(-c2ccccn2)n1Cc1ccco1	-0.4	-3	-9%	-13%	1.4	-13%	-7	20	5%
O=C(CSc1nnc(-c2ccncc2)n1-c1ccccc1Cl)Nc1ccc(C(=O)O)cc1	-0.2	21	-10%	-2%	0.2	-18%	1	-10	-6%
